High-throughput results from PubChem BioAssay.
S1P4 antagonist: human S1P4 receptor antagonism | O95977 | S1P4-expressing cells, antagonist mode, reporter read-out | inhibition, % at 4.98 µM | 0.26% of 220,000 active | AID 1510; in the data active = inhibition above about 29%;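 also: 0% = wells stimulated with agonist and 100% = vehicle wells without agonist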
S1P4 agonist: agonists of human S1P4 receptor; O95977; S1P4-expressing cell line, agonist reporter assay; activation, % at 4.98 µM; 0.35% of 220,000 active; AID 1509; in the data active = activation above about 11%;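 also: 0% = DMSO vehicle and 100% = reference agonist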
Ba/F3 V617F tox: loss of viability in JAK2V617F-driven Ba/F3 cells; Ba/F3 EpoR-JAK2V617F viability, ATP luminescence; inhibition, % at 5.6 µM; 1.1% of 220,000 active;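 active = inhibition above the campaign mean plus 3 SD over all tested compounds, cut at about 24% in these data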;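 also: cytokine-independent growth of Ba/F3 cells driven by EpoR plus mutant JAK2; 0% = DMSO-treated cells and 100% = JAK inhibitor I control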
EP2 mod: modulators of human EP2 prostaglandin E2 receptor; P43116; EP2-expressing cells, cAMP HTRF FRET, PGE2 co-stimulation; induction, % at 25 µM; 0.83% of 260,000 active;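 active = compounds whose cAMP rise, as percent of the full-agonist control response, exceeds 60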;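 also: rat C6 glioma line stably carrying human EP2 under a CMV promoter; the protocol text gives 20 µM as final concentration; 100% = response of wells given 1 µM PGE2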
Target sequence (P43116 whole entry, looked up): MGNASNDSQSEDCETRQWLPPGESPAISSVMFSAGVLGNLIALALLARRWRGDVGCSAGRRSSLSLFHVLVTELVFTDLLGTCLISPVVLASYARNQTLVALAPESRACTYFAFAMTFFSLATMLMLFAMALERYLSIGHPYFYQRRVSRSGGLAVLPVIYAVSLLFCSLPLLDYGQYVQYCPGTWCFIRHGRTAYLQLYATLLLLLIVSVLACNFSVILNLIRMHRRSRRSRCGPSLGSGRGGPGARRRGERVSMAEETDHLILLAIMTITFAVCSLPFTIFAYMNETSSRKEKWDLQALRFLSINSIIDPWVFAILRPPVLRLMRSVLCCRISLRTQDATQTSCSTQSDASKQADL
TRPML3 agonist: human mucolipin-3 channel agonism. activation, % at 3 µM. HEK293 TRPML3-YFP, Fluo-8 calcium fluorescence; 100% = the carbachol control signal. AID 1448. 0.29% of 220,000 active. Q8TDD5;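 active = activation above its plate's cutoff, the mean activation of the plate's test wells plus 3 SD, cut at about 12% in these data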;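 also: 0% = DMSO only wells and 100% = carbachol wells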
Target sequence (Q8TDD5 whole entry, looked up): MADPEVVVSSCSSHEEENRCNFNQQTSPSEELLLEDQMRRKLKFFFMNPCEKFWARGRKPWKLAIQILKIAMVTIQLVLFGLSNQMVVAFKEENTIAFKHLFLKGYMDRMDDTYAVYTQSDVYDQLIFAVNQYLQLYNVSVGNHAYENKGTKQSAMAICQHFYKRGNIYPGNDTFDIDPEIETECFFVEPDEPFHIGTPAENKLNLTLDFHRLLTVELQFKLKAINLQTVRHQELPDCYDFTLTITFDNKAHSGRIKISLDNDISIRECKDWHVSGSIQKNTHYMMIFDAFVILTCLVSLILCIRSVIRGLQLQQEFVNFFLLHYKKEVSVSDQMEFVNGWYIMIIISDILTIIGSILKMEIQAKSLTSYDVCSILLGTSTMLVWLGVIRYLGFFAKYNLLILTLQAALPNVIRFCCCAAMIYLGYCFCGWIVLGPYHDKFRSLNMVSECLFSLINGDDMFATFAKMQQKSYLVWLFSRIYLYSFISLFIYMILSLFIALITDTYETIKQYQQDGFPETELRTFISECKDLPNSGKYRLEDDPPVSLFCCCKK
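Test system: HEK293 cells stably carrying human TRPML3-YFP; Doses: single dose, 3 µM final nominal compound, 0.3% DMSO final; Schedule: dye loading 1 h 37 °C then 30 min ambient, 125 s read; Technique: Fluo-8 calcium fluorescence; Benchmarks: high control carbachol 87 µM, low control DMSO.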
m-calpain inh: blocks pig calpain II enzyme activity | purified calpain II, fluorogenic peptide substrate, 30 min | inhibition, % at 16 µM | 0.37% of 220,000 active;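 active = inhibition above about 50%, limit read from the data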
BaF3 parental: reduces parental Ba/F3 cell viability, JAK2V617F counter-screen | CellTiter-Glo ATP luminescence | inhibition, % at 5.6 µM | 1.1% of 220,000 active;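 active = inhibition above a per-campaign cutoff, the mean inhibition of all tested compounds plus 3 SD, cut at about 27% in these data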;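 also: 0% = DMSO wells and 100% = JAK Inhibitor I control wells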
TRPN1 ag: zebrafish TRPN1 (NompC) channel agonism. 0.18% of 220,000 active. HEK293 zebrafish TRPN1-YFP, Fluo-8 calcium fluorescence; 100% = response to 87 µM carbachol. activation, % at 3 µM;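 active = activation above its plate's cutoff, the mean activation of test wells on that plate plus 3 SD, cut at about 19% in these data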;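 also: 0% = DMSO alone and 100% = 87 µM carbachol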
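Material: zebrafish TRPN1-YFP in HEK293 cells; Doses: single test compound dose, 3 µM nominal, 0.3% DMSO; Timing: dye loading 1 h at 37 °C, then 30 min room temperature; Technique: intracellular calcium fluorescence with Fluo-8; Benchmarks: high carbachol 87 µM, low DMSO alone.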
PERK inhibitor: blocks human PERK kinase; CHO PERK-DD fusion, SEAP luminescence translation reporter; inhibition, % at 5.6 µM; 0.17% of 220,000 active; AID 1416;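 active = inhibition above the mean inhibition of all tested compounds plus 3 SD, set separately per screening campaign, cut at about 2.9% in these data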;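 also: PERK kinase domain activated by AP20187 dimerizer at 100 nM; 0% = DMSO with dimerizer and 100% = rapamycin at 8.4 µM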
The depositor's hits bear a star; & = joins results of further samples. An unsorted share of the library; any-hit rate near 3.6%.

SMILES	S1P4 antagonist	S1P4 agonist	Ba/F3 V617F tox	EP2 mod	TRPML3 agonist	m-calpain inh	BaF3 parental	TRPN1 ag	PERK inhibitor
COc1cc(/C=N/Nc2ccc(Cl)c(C(=O)O)c2)ccc1OC(=O)c1ccco1	-14	4.1	2	7	-0.3	-39	5	-1.1	0.3
Cc1cc(NC(=O)C2CCCN(S(=O)(=O)c3cnc[nH]3)C2)ccc1Br (centres undefined)	-6	-0.3	-4	-7	-0.5	15	9	0.9	2.2
Cn1c(=O)n(-c2ccc(Cl)cc2)c(=O)c2c3c(sc21)COC(C)(C)C3	2	0.3	-2	-5	0.6	21	0	0.8	0.6
S=c1[nH]nc(-c2ccco2)n1-c1ccc(Cl)cc1	-18	1.9	0	41	0.4	-29	1	-1.0	1.4
O=Cc1[nH]c2ccccc2c1N(C(=O)CCl)c1ccccc1	13	-0.9	-5	56	0.1	-17	-1	-1.1	0.5
CCOC(=O)c1cnc2nc(NCc3ccc(OC)c(OC)c3)[nH]n2c1=O	-4	-2.8	1	34	0.5	0	3	0.5	0.9
CCCCN(CCCC)CC(O)COc1ccccc1Br (centres undefined)	-7	-0.8	1	-1	0.3	-2	6	0.0	-0.3
CN(C)c1ccc(NS(=O)(=O)c2ccc(-c3csnn3)cc2)cc1	-12	0.1	1	-66	1.0	24	3	1.9	-0.3
O=c1cc(-c2cccc3ccccc23)[nH][nH]1	0	-1.3	-3	11	1.3	10	7	0.3	2.0
COc1ccccc1OCC(=O)Nc1cc(Cl)ccc1Oc1ccccc1	-17	2.2	-3	40	-0.2	0	2	-1.1	0.0
O=C(c1cccc(F)c1)N1CCCN(C(=O)c2cccc(F)c2)CC1	-15	0.1	-5	4	0.8	5	8	1.3	1.0
COc1ccc(C(=O)Nc2ccc(C3CC3(Cl)Cl)cc2)cc1 (centres undefined)	-13	-0.7	4	6	1.1	-34	8	3.3	0.8
C[C@@H](C(=O)Nc1ccc2ccccc2c1)[C@@H]1C[C@@]1(C)[C@@H](NC(=O)c1cccnc1)c1ccccc1	10	0.6	2	21	-0.5	-64	6	0.3	0.1
COc1ccc(OC)c2sc(NC(=O)c3ccc(Br)s3)nc12	0	0.1	-2	-18	-0.3	6	4	-0.5	0.8
O=C1C(c2ccnc3ccccc23)=C(O)c2ccccc21	0	-1.7	4	-17	-0.3	-7	4	0.5	-0.3
CC1(C)CC(=O)C2=C(C1)OC1=C(C(=O)CC(C)(C)C1)C2c1cc([N+](=O)[O-])cc([N+](=O)[O-])c1O	-16	1.8	1	-2	0.0	-51	9	0.1	0.4
Cc1ccc(OCC(=O)Nc2ccccc2-c2ccccc2NC(=O)COc2ccc(C)cc2)cc1	-13	1.8	-2	34	0.3	-1	3	0.5	0.3
O=C(COC(=O)c1cc(-c2cccs2)nn1-c1ccccc1)Nc1cccc([N+](=O)[O-])c1	-16	1.6	-1	2	0.5	-66	8	2.3	0.8
Cc1ccc(C(=O)c2cn[nH]c2-c2ccccc2O)cc1	3	0.0	0	-1	0.1	-13	4	0.1	1.2
CC(C)NC(=O)NNC(=O)c1cc(COc2cc(Cl)cc(Cl)c2)on1	-6	-0.6	-5	9	0.1	-17	3	1.2	1.5

Three structures already listed, sorted by molecular weight, descending.
SMILES	S1P4 antagonist	S1P4 agonist	Ba/F3 V617F tox	EP2 mod	TRPML3 agonist	m-calpain inh	BaF3 parental	TRPN1 ag	PERK inhibitor
CCOC(=O)c1cnc2nc(NCc3ccc(OC)c(OC)c3)[nH]n2c1=O	-4	-2.8	1	34	0.5	0	3	0.5	0.9
CN(C)c1ccc(NS(=O)(=O)c2ccc(-c3csnn3)cc2)cc1	-12	0.1	1	-66	1.0	24	3	1.9	-0.3
O=c1cc(-c2cccc3ccccc23)[nH][nH]1	0	-1.3	-3	11	1.3	10	7	0.3	2.0

Further entries:
SMILES	S1P4 antagonist	S1P4 agonist	Ba/F3 V617F tox	EP2 mod	TRPML3 agonist	m-calpain inh	BaF3 parental	TRPN1 ag	PERK inhibitor
Cc1c(C(N)=O)sc2ncn(CC(=O)NCCc3ccccc3)c(=O)c12	-4	-1.1	0	-1	0.8	-26	3	0.1	0.5
CN1C(=O)c2ccc(C(=O)Nc3nccs3)cc2C1=O	-5	-2.4	-5	8	0.3	4	-1	1.6	1.9
COCCNC(=S)N1CCC(C(=O)c2ccc3c(c2)OCCO3)CC1	4	-0.5	0	-8	1.6	6	5	3.0	-0.1
Cn1nnnc1SCC(=O)Nc1cc(C(C)(C)C)nn1-c1ccccc1	-20	-1.8	-4	-1	-0.1	-1	1	-0.7	-0.5
Cc1ccc(-n2c(SC3CCOC3=O)nc3ccccc3c2=O)cc1 (centres undefined)	-12	-3.4	2	17	-0.7	19	2	-1.9	-0.1
CN(Cc1ccc(F)cc1)C(=O)c1cc(COc2ccc(F)cc2F)on1	1	-1.2	4	-37	-0.6	15	1	-1.8	0.1
COc1cc2c(cc1OC)C(C)N(C(=S)Nc1ccccc1)CC2 (centres undefined)	-16	-0.8	3	-8	0.7	22	9	0.9	0.4
O=C1CC[C@@H](CN(Cc2ccccn2)Cc2nc(-c3ccc(C(F)(F)F)cc3)no2)N1	2	0.6	1	-21	1.1	-1	1	0.2	-0.8
O=C(NC(NCc1cccnc1)C(Cl)(Cl)Cl)c1cccc2ccccc12 (centres undefined)	-7	2.3	-2	-8	-0.1	-2	1	-2.4	-0.1
CNC(=O)CSc1nccn1Cc1ccc(Cl)cc1	-3	-0.3	-3	15	0.8	-24	-1	-0.1	1.6
COc1cc2c(cc1O)CC[n+]1cc3c(OC)c(OC)ccc3cc1-2	2	1.3	21	34	1.0	-2	45*	0.7	1.0
Cc1oc(-c2ccccc2F)nc1CS(=O)(=O)CC(=O)NCCCN1CCc2ccccc2C1	-6	1.1	3	6	-0.9	-10	6	-0.5	-0.3
Cc1ccc(S(=O)(=O)/N=c2\ccc(Cl)cn2C(F)F)cc1	7	-0.8	2	13	1.3	-26	7	-0.7	0.5
O=C(CSc1cccc[n+]1[O-])c1cc2ccccc2o1	-2	-0.9	-2	15	0.6	-16	0	2.0	0.3
CC(C)c1nnc(NC(=O)CCC(=O)NCc2cccs2)s1	3	2.1	-1	-5	0.6	-22	2	-0.9	-1.1
CCO[C@H]1OC(C(=O)N2CCN(Cc3ccc4c(c3)OCO4)CC2)=C[C@@H](c2ccc(C(F)(F)F)cc2)[C@@H]1CCCO	5	-1.5	4	18	0.0	-17	-2	-0.6	0.3
O=C1NCCN1CCN1C(=O)c2ccccc2NC1c1ccccc1 (centres undefined)	-13	2.1	-1	22	0.8	-298	2	0.9	-0.9
c1ccc(CCN2CN(CCCN3CCOCC3)c3nc4ccccc4n3C2)cc1	-12	-0.6	-3	-5	0.6	-6	6	0.9	0.7
CSc1nc(-c2ccco2)nn1C(=O)c1ccccc1	-2	-3.0	1	47	-0.1	3	5	0.4	0.8
O=C(CNc1cccc(C(F)(F)F)c1)N/N=C/C1CCCCC1	-7	0.8	1	6	0.9	-11	11	-1.5	0.1

Structures shown so far that contain a nitro group on carbon (2):
SMILES	S1P4 antagonist	S1P4 agonist	Ba/F3 V617F tox	EP2 mod	TRPML3 agonist	m-calpain inh	BaF3 parental	TRPN1 ag	PERK inhibitor
CC1(C)CC(=O)C2=C(C1)OC1=C(C(=O)CC(C)(C)C1)C2c1cc([N+](=O)[O-])cc([N+](=O)[O-])c1O	-16	1.8	1	-2	0.0	-51	9	0.1	0.4
O=C(COC(=O)c1cc(-c2cccs2)nn1-c1ccccc1)Nc1cccc([N+](=O)[O-])c1	-16	1.6	-1	2	0.5	-66	8	2.3	0.8

(list continues)
SMILES	S1P4 antagonist	S1P4 agonist	Ba/F3 V617F tox	EP2 mod	TRPML3 agonist	m-calpain inh	BaF3 parental	TRPN1 ag	PERK inhibitor
COC(=O)c1c(-c2ccccc2)csc1N	-11	-1.2	4	5	-0.4	-10	7	1.3	0.1
COc1ccc(N2CC(O)=C(c3nc(-c4ccc(Br)cc4)cs3)C2=N)cc1	-4	2.4	-1	-32	0.7	16	4	0.6	0.4
O=C(CCC(=O)N(CC(=O)NC1CCCCC1)Cc1ccco1)Nc1nccs1	-18	-1.8	-3	29	0.1	-12	-1	0.3	-0.1
O=c1c(-c2ccnn2-c2ccccc2F)cnc2n1CCS2	5	1.2	-4	11	0.4	-32	-3	-0.9	-0.3
CCOC(=O)C1CCN(S(=O)(=O)c2ccc(OCC(=O)OC)cc2)CC1	-7	-0.2	4	-11	0.2	-21	2	-0.6	0.1
O=C(CSc1nc(O)c(Cc2ccccc2)c(=O)[nH]1)Nc1nc2c(s1)CCCC2	-8	0.2	0	21	0.8	-1	0	0.1	0.9
O=C(CN1C(=O)NC2(CCCc3ccccc32)C1=O)NCc1ccco1 (centres undefined)	-1	0.6	-4	23	0.2	6	1	0.0	-0.3
O=C(CCSCCC(=O)NCc1cccs1)NCc1cccs1	-16	0.6	-3	-3	0.4	-69	-1	-0.2	0.1
COc1ccc(/C(C)=N/NC(=O)c2ccc(NS(=O)(=O)c3cccs3)cc2)cc1	7	-1.4	0	-10	0.1	-9	1	-0.1	0.7
CN(Cc1nc(-c2cnccn2)no1)Cc1cccc2ccccc12	-11	-0.2	0	35	0.2	-35	2	0.5	0.2
CCOC(=O)c1sc(NC(=O)c2cccc(S(=O)(=O)N3c4ccccc4CC3C)c2)cc1C (centres undefined)	-16	0.2	-7	1	0.8	-278	0	0.8	1.3
O=C(CSc1nnnn1-c1ccc2c(c1)OCCO2)c1cccc2c1OCCO2	0	-0.6	-4	1	1.6	4	-1	1.3	0.2
CC1CC(C)CN(C(=O)CNC(=O)Cn2ccc3ccccc3c2=O)C1 (centres undefined)	-3	0.9	3	21	1.3	23	7	1.7	0.4
Cn1c(=O)n(C)c2cc(NS(=O)(=O)c3cccs3)ccc21	-23	-0.2	-3	-11	1.1	-35	6	2.0	1.4
CCC(=O)Nc1ccc2c(c1)ncn2-c1ccc(C)cc1	11	-0.1	-1	-20&-19	0.3	18	4	-0.1	1.1
O=C(CCc1ccccc1)NC(=S)Nc1ccc(S(=O)(=O)N2CCOCC2)cc1	-12	0.2	-1	-12	1.0	-1	6	2.2	0.8
CCOC(=O)C1CCCN(C(=O)Nc2ccccc2)C1 (centres undefined)	3	-0.3	-3	3	0.3	20	1	0.7	-0.1
CC1CC(C)CN(CCCNC(=O)c2ccc3c(SCC(=O)O)c4c(nc3c2)CCC4)C1 (centres undefined)	11	-3.7	-7	2	-0.6	13	2	-0.6	-0.6
COc1cc(C(c2sc3ncnn3c2O)N2CCN(c3ccccc3F)CC2)cc(OC)c1OC (centres undefined)	-24	-2.6	2	-8	0.3	-33	11	1.0	0.2
S=C(NCc1ccco1)Nc1ccccc1	1	-0.5	-5	-1	0.6	-33	-2	0.3	2.3
CCCCNC(=O)CCC(=O)NNc1nc2ccccc2c2nc(-c3ccccc3)nn12	2	0.8	-1	-17	0.6	-7	5	0.6	0.1
